# Kir21 inh: inhibitors of mouse Kir2.1 inward-rectifier potassium channel. P35561. HEK293-Kir2.1, FluxOR thallium flux fluorescence; stronger effect = lower value. B-score at 10 µM. 310,000 compounds, 0.85% hits. AID 1672;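 active means fluorescence ratio B-score at or below minus 3 SD of library scores, with starting-brightness B-score within 2 SD, cut at about -4.2 in these data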;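 further: channel flux triggered by added potassium and thallium sulfate stimulus; B-score of peak minus minimum fluorescence over baseline after thallium stimulus; more negative B-score means stronger Kir2.1 block with less thallium influx; some compounds called inactive have numbers as strong as hits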
# Target sequence (P35561 whole entry, looked up): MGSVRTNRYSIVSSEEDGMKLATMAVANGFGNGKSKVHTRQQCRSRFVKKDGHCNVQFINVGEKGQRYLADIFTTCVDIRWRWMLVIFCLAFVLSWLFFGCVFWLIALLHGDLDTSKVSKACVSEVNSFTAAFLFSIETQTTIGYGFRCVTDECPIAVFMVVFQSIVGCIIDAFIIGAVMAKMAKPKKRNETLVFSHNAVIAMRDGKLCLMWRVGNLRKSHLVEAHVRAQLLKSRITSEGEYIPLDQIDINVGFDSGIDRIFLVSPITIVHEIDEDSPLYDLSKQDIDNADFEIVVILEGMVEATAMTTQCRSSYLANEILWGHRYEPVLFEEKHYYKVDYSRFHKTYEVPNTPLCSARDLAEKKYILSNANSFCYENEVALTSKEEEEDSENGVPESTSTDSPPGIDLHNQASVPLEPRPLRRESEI
# KCNQ2 block: KCNQ2 channel blockers in CHO-K1 cells – cell-based, FluxOR thallium flux, B-score, primary screen (AID 2156); B-score at 10 µM; O88943; 310,000 compounds, 1.1% hits; 20 min; stronger effect = lower value;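 active means fluorescence ratio B-score at most minus 3 library SDs, with starting brightness B-score within 2 library SDs, cut at about -5.5 in these data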
# An asterisk follows results filed as active; i = inactive.
# Value order – Kir21 inh, KCNQ2 block
CC(C)(C)N(NC(=O)c1ccccc1)C(=O)c1ccc(C(=O)N(NC(=O)c2ccccc2)C(C)(C)C)cc1
→ 0.3, i
COc1ccc(Br)cc1/C=N/n1c(C)nc2ccccc2c1=O
→ -0.46, i
COc1ccc(OC)c(NC(=O)CSc2nnc(Cn3nnc4ccccc43)n2C)c1
→ 0.01, i
CC#CC[N+](C)(CC#CC)CC(=O)c1ccccc1
→ 0.23, i
CCOc1ccc(NC(=O)CSc2nc(C)cc(C)n2)cc1
→ 1.7, i
CCN(CC)CCNC(=O)NC1CCCCC1
→ -2.3, i
COc1ccc(C(=O)N(Cc2ccco2)C(C(=O)NC2CCCC2)c2ccc(O)cc2)cc1OC (stereo not drawn)
→ -0.5, i
COC(=O)CSc1cc(C(=O)c2nccn2C)c2ccccc2n1
→ 0.24, i
CCOc1nc2ccccc2nc1C
→ 0.74, i
Cc1nn(-c2ccccc2)c(C)c1/C=N/NC(=O)c1cc(-c2ccc(Br)s2)[nH]n1
→ -0.03, i
CCCn1nc(C(=O)NNC(=O)CCCOc2ccc(C)cc2)c2ccccc2c1=O
→ -1.6, i
CC(C)c1ccc(/C=C/C(=O)CCC(=O)O)cc1
→ 1.5, i
CCN(CC)c1ccc(/C=C(/C#N)c2nc3ccc(C)cc3[nH]2)c(OC(C)C)c1
→ -1.7, i
CCCCc1cc(-c2n[nH]c(=S)o2)c2ccccc2n1
→ 1.6, i
O=C1OC(c2ccccc2)c2ccc3ccccc3c21 (stereo not drawn)
→ 2.4, i
CCOC(=O)C1CCN(C(=O)COC(=O)COc2ccccc2OC)CC1
→ -0.21, i
Cc1ccc(NC(=O)C2CCN(S(=O)(=O)c3cccs3)CC2)c(O)c1
→ 0.26, i
CC(C)(C)c1csc(N/N=C/c2cccnc2)n1
→ -0.71, i
Cc1c(C(=O)NC(C)C)c(-c2ccccc2)nn1-c1ccccc1
→ 0.14, i
O=C1CC(N2CCC(O)(c3ccc(Cl)cc3)CC2)C(=O)N1Cc1ccc(N2CCCC2=O)cc1 (stereo not drawn)
→ -0.53, i
Cc1ccc(SCc2ccc(C(=O)NCc3cccnc3)cc2)cc1
→ -0.98, i
COc1cccc(OCC(O)CN2CCC(C)CC2)c1 (stereo not drawn)
→ 0.28, i
COc1ccc(C2CC(c3ccccc3)=NN2c2ccc(N)cc2)cc1 (stereo not drawn)
→ 0.03, i
CC1=C(C(=O)N2CCOCC2)C(c2ccsc2)C2=C(CCCC2=O)N1 (stereo not drawn)
→ 0.02, i
COCCN(Cc1cc2cccc(C)c2[nH]c1=O)C(=O)c1ccccc1
→ 1.5, i
O=C(CSc1nc(=O)n2ccccc2n1)NC1CCCCC1
→ 0.45, i
Cc1nc2ccccc2n1CC(=O)N/N=C\c1ccccn1
→ -1.3, i
Cc1cccc(N2CCN(C(=O)Cn3cccc3)CC2)c1C
→ -1.2, i
NS(=O)(=O)c1ccc(CNC(=O)CNC(=O)c2ccc(F)cc2)cc1
→ -1.4, i
COc1ccc(-c2nnc3sc(C(C)N4C(=O)c5ccccc5C4=O)nn23)cc1 (stereo not drawn)
→ 0.03, i
CCOC(=O)C1CCN(C(=O)c2ccc3c(c2)NC(=O)/C(=C\c2ccc(C)cc2)S3)CC1
→ 1.1, i
COc1cc2c(cc1OC)C1Cc3ccc(OC)c(OC)c3CN1CC2 (stereo not drawn)
→ 0.08, i
CCOC(=O)C1=C(N)N2C(=O)C(C)SC2=C(C(=O)OCC)C1c1cc(OC)c(OC)c(OC)c1 (stereo not drawn)
→ -1.2, i
Cc1c(N2C(=O)/C(=C\C3CC=CCC3)SC2=S)c(=O)n(-c2ccccc2)n1C (stereo not drawn)
→ -1.5, i
COc1ccc(Nc2ncnc3c2cnn3-c2cccc(C)c2)cc1OC
→ 0.26, i
CCOC(=O)Cc1csc(NC(=O)CCNS(=O)(=O)c2ccc3c(c2)CCC(=O)N3)n1
→ -1.6, i
CCc1cccc(CC)c1NC(=O)c1ccc(-n2cncn2)nc1
→ -0.96, i
CCCCn1c(N)c(N(CC(C)C)C(=O)c2ccc(OCc3c(C)noc3C)cc2)c(=O)[nH]c1=O
→ 0.97, i
O=C1c2ccccc2C(Nc2cccnc2)N1Cc1ccccc1 (stereo not drawn)
→ 3.8, i
c1ccc(-c2cnn3nnnc3n2)cc1
→ 0.15, i
COc1ccc(N2Cc3cccc(C(=O)NC(C)CCc4ccco4)c3C2=O)cc1 (stereo not drawn)
→ 0.02, i
C=CCSC1=NN2CCS(=O)(=O)N=C2S1
→ 0.48, i
CC1CC(=O)Nc2ccccc2N1S(=O)(=O)c1cccs1 (stereo not drawn)
→ -0.1, i
Nc1nnc(SCC(=O)Nc2nccs2)s1
→ -0.87, i
CCN(CC)S(=O)(=O)c1ccc(C(=O)NCc2ccc3c(c2)OCO3)cc1
→ 1, i
CCOC(=O)NN1C(=O)c2ccccc2NC1c1ccc(OC)cc1OC (stereo not drawn)
→ 0.83, i
CC(NC(=O)[C@H](C)NC(=O)[C@@H]1CSC2c3ccccc3C(=O)N21)c1ccccc1 (stereo partly drawn)
→ 0.99, i
Cc1nnc(NC(=O)CSc2nnc3c(n2)[nH]c2ccc(Br)cc23)s1
→ -0.32, i
Cc1cccc(N(CC(=O)NCC2CCCO2)C(=O)CCC(=O)Nc2cc(C)on2)c1 (stereo not drawn)
→ -0.55, i
CCc1ncc(CN2CCCCC2C(=O)Nc2ccc(Oc3ccccc3)nc2)cn1 (stereo not drawn)
→ 1.1, i
Cc1cccc(NC(=O)CNC(=O)c2cccs2)n1
→ -0.38, i
COc1ccc(/C=C2/C(=O)N(c3ccccc3)N=C2C)cc1OC
→ 0, i
COc1ccc(CNc2ncnc3cc(Cl)ccc23)cc1
→ 0.42, i
O=C(Nc1ccccc1Cl)C1CCCN(S(=O)(=O)c2cccc3cccnc23)C1 (stereo not drawn)
→ 0.14, i
C/C(Cn1cnc([N+](=O)[O-])n1)=N/NC(=O)COc1ccccc1Cl
→ 0.57, i
COC(C[C@H](O)[C@H](C)[C@H](O)COCc1ccccc1)OC
→ -1, i
CSC1=C(C#N)C(c2ccccc2C)C(C#N)=C(N)N1 (stereo not drawn)
→ -3, i
CC(=O)Nc1ccc(OCCOc2ccc(/C=C3/C(=N)N4C=CSC4=NC3=O)cc2)cc1
→ 2.6, i
S=C(NCc1ccco1)Nc1ccc(Cl)c(Cl)c1
→ 0.49, i
CCc1nc2cc(C)nn2c2nc3ccccc3n12
→ -1, i

# Full records from above. Order of values: Kir21 inh	KCNQ2 block
# CC(NC(=O)[C@H](C)NC(=O)[C@@H]1CSC2c3ccccc3C(=O)N21)c1ccccc1 (stereo partly drawn) is entered as 0.99	i
# Cc1cccc(NC(=O)CNC(=O)c2cccs2)n1 is entered as -0.38	i

# Next part:
# Value order – Kir21 inh, KCNQ2 block
CC(=O)Nc1ccc(-c2csc(Nc3ccc(Cl)cn3)n2)cc1
→ -0.56, i
O=C(CSc1nnc(-c2ccncc2)o1)NCc1ccccc1Cl
→ 0.95, i
CC(=O)Nc1cccc(-c2cc(C)c3cc4c(cc3n2)OCO4)c1
→ 0.05, i
N#CCCSCc1ccc(C(=O)O)o1
→ -0.11, i
COCCn1c(=NC(=O)C2COc3ccccc3O2)sc2cc(S(N)(=O)=O)ccc21 (stereo not drawn)
→ 1.6, i
N#CCc1ccc(C(=O)c2ccccc2F)s1
→ 0.45, i
CC(C)NC(=S)N=Nc1c(O)[nH]c2ccc([N+](=O)[O-])cc12
→ -1.1, i
Cc1nn(C)cc1NC(=O)c1cc2nc(-c3ccco3)cc(C(F)(F)F)n2n1
→ -2.2, i
Cc1cc(C)c(OCCn2ccnc2)c(C)c1
→ -1.1, i
CCOc1ccc(C2CC(=O)NC(SCC(=O)OC)=C2C#N)cc1 (stereo not drawn)
→ -1.1, i
Cc1c(C(=O)O)oc2c1/C(=N\O)CCC2
→ 0.35, i
CCc1ccccc1-n1c(SCC(=O)N2CCCC2)nc2[nH]ncc2c1=O
→ -0.33, i
Nc1ccc2oc(-c3ccc4nc[nH]c4c3)nc2c1
→ -0.04, i
Cc1ccc(NC(=O)CN(C)C(=O)CCOc2ccccc2C)cc1
→ -0.58, i
CCN(CC)C(=O)CN(c1cccc([N+](=O)[O-])c1)S(=O)(=O)c1ccccc1
→ 1.1, i

# New compounds follow.
Molecule | Kir21 inh | KCNQ2 block
CSC1=NCCN1S(=O)(=O)c1ccc(Cl)cc1 | 1.1 | i
COc1ccc2cc(C(=O)C3CCCN(C(=O)c4cnccn4)C3)ccc2c1 (stereo not drawn) | 0.02 | i
COC(=O)c1cc(-c2ccccc2)n[nH]1 | -0.8 | i
Cc1ccc(S(=O)(=O)N2CCC(C(=O)NCCCN3CCCCCC3)CC2)cc1 | -1.3 | i
Cc1cccc(N(C)S(=O)(=O)c2ccc(-c3cc(C)no3)s2)c1 | -0.05 | -7*
COc1cccc(NC(=S)N2C3CCCC2CC(NC(=O)C2CC2)C3)c1 (stereo not drawn) | 2.2 | i
O=C(Nc1ccc(Cl)cn1)c1cccc(S(=O)(=O)N2CCCCC2)c1 | 0.68 | i
CC1=NOC(=O)/C1=C\c1ccc(-c2ccccc2Br)o1 | 0.18 | i
CC(Sc1nnc(-c2ccccc2Br)o1)C(=O)N1CCOCC1 (stereo not drawn) | 1.6 | i
O=C(Nc1nc2c(Br)cc(Br)cc2c(=O)s1)C1CCC1 | -0.07 | i
CCOC(=O)C1=C(C)Nc2nc(C)nn2C1c1ccc(C)cc1 (stereo not drawn) | -0.41 | i
CC(C)Oc1ccc(CNC(=S)N/N=C/c2ccc([N+](=O)[O-])cc2)cc1 | 1.3 | i
O=C(CCCN1C(=O)C2CC=CCC2C1=O)Nc1cccc(F)c1 (stereo not drawn) | 0.75 | i
CC(=O)N1c2ccc(S(=O)(=O)N3CCC(C(=O)N4CCN(c5cccc(C(F)(F)F)c5)CC4)CC3)cc2CC1C (stereo not drawn) | 1.1 | i
COc1ccc(Cc2nc3ccc(C(=O)NCC4COCCO4)cc3o2)cc1 (stereo not drawn) | -1 | i
S=C(NC1CCCCC1)N1CCN(c2ccccn2)CC1 | 1.2 | i
COC(=O)C(NC(=O)c1ccccc1)=C1CCCCC1 | -2.3 | i
CC(C)CNC(=O)CSc1nnc2ccccn12 | 0.73 | i
Cc1ccc(S(=O)(=O)N(CC(=O)N/N=C/c2ccc(F)cc2)c2cccc3cccnc23)cc1 | 0.64 | i
COc1ccc(C(=O)NCC(C)NC(=O)c2ccc(OC)cc2)cc1 (stereo not drawn) | 0.43 | i
O=C(Nc1nnc(C2=COCCO2)o1)c1ccc(S(=O)(=O)N2CCCC2)cc1 | -1.1 | i
COc1cc(OC)c(S(=O)(=O)NCc2cccnc2)cc1NC(C)=O | 0.01 | i
CC(C)(C)OC(=O)NCCCC[C@H](NC(=O)[C@H](Cc1c[nH]c2ccccc12)NC(=O)OCc1ccccc1)C(=O)O | 0.22 | i
CCC(C)Nc1nc(-c2c[nH]c3ccccc23)cs1 (stereo not drawn) | 0 | i
CCSC1=N/C(=C\c2ccc(C(=O)O)cc2)C(=O)S1 | -1.4 | i

# Reformatted as labelled records: 4 of the compounds above
CC1=NOC(=O)/C1=C\c1ccc(-c2ccccc2Br)o1
  Kir21 inh = 0.18
  KCNQ2 block = i

CC(Sc1nnc(-c2ccccc2Br)o1)C(=O)N1CCOCC1 (stereo not drawn)
  Kir21 inh = 1.6
  KCNQ2 block = i

O=C(Nc1nc2c(Br)cc(Br)cc2c(=O)s1)C1CCC1
  Kir21 inh = -0.07
  KCNQ2 block = i

CCOC(=O)C1=C(C)Nc2nc(C)nn2C1c1ccc(C)cc1 (stereo not drawn)
  Kir21 inh = -0.41
  KCNQ2 block = i

# Next section
Molecule | Kir21 inh | KCNQ2 block
CCN(CC)C(=O)C(=O)c1ccn(-c2c(C)csc2C(=O)OC)c1 | 0.65 | i
Cc1ccc(OCC(=O)NCC(=O)n2nc(C)cc2C)cc1 | -0.76 | i
Cc1ccc2[nH]c3c(c2c1)CN(C(=O)CN1CCN(C(=O)c2ccco2)CC1)CC3 | -0.71 | i
CC(=Nc1ccccc1)C1=C(O)CCCC1=O | 0.24 | i
CCOC(=O)/C(=N\Nc1cc(Cl)ccc1Cl)N1CCOCC1 | 1.1 | i
CCc1cccc(CC)c1N(COC)C(=O)Cn1c(CO)nc2ccccc21 | -0.66 | i
COc1cc(NC(=O)C2CCN(S(=O)(=O)c3ccc4c(c3)CC(C)N4C(C)=O)CC2)cc(OC)c1OC (stereo not drawn) | 1.9 | i
CCn1cc(C(=O)N[C@@H](CCSC)C(=O)NCCOC)c(=O)c2cc3c(cc21)OCO3 | -0.79 | i
NC(=O)C(=O)N/N=C/c1c[nH]c2ccc(Br)cc12 | -1.9 | i
CCn1c(=O)c(C(=O)NCc2ccc(Cl)cc2)c(O)c2ccccc21 | 0.69 | -7.6*
C/C(=N/NC(=O)c1cccc(N2CCCC2=O)c1)c1ccncc1 | 0.55 | i
CCNc1nc(Cl)nc(N(NC(C)=O)C(C)CC)n1 (stereo not drawn) | 1 | i
COc1cc(S(=O)(=O)N2CC(=O)Nc3ccccc32)ccc1NC(C)=O | 0.37 | i
CCn1c(Cc2ccccc2)nnc1SC(C)C(=O)NC1CC1 (stereo not drawn) | 0.13 | i
O=S(=O)(NCC(c1cccnc1)N1CCN(c2ccccc2)CC1)c1cccs1 (stereo not drawn) | 0.88 | i
CN(N)c1nc(-c2ccccc2)cc(-c2ccccc2)n1 | 1.7 | i
CCOC(=O)/C=C1\NC(C)(C)Cc2cc(OC)c(O)cc21 | -1.4 | i
CC(=O)Nc1ccc2[nH]c(C)cc(=O)c2c1 | 2.5 | i
c1csc(-c2csc3nc(CN4CCOCC4)nc(NCc4ccc5c(c4)OCO5)c23)c1 | -1.7 | i
O=C(NNC(=O)c1ccc2nonc2c1)Nc1ccc(Cl)cc1 | 0.44 | i
CCc1c(C)sc2nc3c(C(=O)N4CCOCC4)cc(C(=O)c4ccccc4O)cn3c(=O)c12 | 1.7 | i

# Bioassay records deposited in PubChem by Johns Hopkins Ion Channel Center.
